# Screens (PubChem BioAssay)
# HEK293 tox = cytotoxicity in counter-screen for GLP-1R inverse agonists; HEK293 cAMP-luciferase reporter cells, luminescence, 24 h; actives 0.13% (n = 410,000); Potency, µM (highest dose often 38.3 µM), without a hit: at the highest dose activity change, negative = inhibition, actives largely listed as inhibitors;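 further: loss of luciferase light is scored as toxicity; potency means the concentration at half of the fitted maximal effect; on the % scale 0 is the no-effect control and ±100 the full control effect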
#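 Seeding density was 200 cells/uL; after overnight-length (12 h) culture, 23 nL compounds went on for 24 h at 37 °C. Readout used a luciferase detection reagent, luminescence taken after 12 min at room temperature.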
# TDP43 rescue = rescues yeast growth from TDP-43 toxicity; Potency, µM (doses to about 46.1 µM), for the others: at the highest dose growth rescue (activation), hits mostly activators; TDP-43 expressing yeast growth rescue, BacTiter-Glo, 24 h; actives 1.8% (n = 410,000); further: potency means the concentration at half of the fitted maximal effect; % of control where 0% means no effect; nearly all actives have a fitted effect of over 50% in size
#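 Yeast expressing TDP-43 (pregrown in raffinose, seeded at OD600=0.02 in galactose medium) exposed to compounds 24 hr at 30 deg C. Growth read by BacTiter-Glo luminescence; rescue of toxicity appears as increased signal.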
# GLP1R ag = agonists of human GLP-1 receptor. HEK293 GLP-1R CRE-luciferase, luminescence, 4-6 h; cells express a hypersensitive GLP-1R form. actives 0.007% (n = 380,000). P43220. Potency, µM (highest dose often 45.6 µM), for inactives: at the highest dose activation, usual class: activators. AID 624172; further: potency means the concentration at half of the fitted maximal effect; % of control where 0% means no effect
# Target sequence (P43220 whole entry, looked up): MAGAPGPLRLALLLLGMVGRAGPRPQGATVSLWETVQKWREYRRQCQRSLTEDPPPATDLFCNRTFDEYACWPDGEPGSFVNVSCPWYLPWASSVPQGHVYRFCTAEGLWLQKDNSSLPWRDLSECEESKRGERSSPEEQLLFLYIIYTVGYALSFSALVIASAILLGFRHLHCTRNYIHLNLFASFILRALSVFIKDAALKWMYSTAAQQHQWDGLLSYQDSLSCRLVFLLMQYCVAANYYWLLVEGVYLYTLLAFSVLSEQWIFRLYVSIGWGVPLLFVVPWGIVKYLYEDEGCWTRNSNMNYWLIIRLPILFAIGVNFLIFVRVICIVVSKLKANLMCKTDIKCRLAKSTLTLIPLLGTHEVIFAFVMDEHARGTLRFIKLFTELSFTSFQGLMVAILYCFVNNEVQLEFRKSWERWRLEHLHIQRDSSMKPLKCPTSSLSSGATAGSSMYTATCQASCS
# GLP-1R inv ag = acts as inverse agonist at human GLP-1 receptor. P43220. HEK293 GLP-1R CRE-luciferase, luminescence, 24 h; GLP-1R form is constitutively active. Potency, µM (doses to about 38.3 µM), for the others: at the highest dose activity change, negative = inhibition, actives largely listed as inhibitors. actives 1.6% (n = 410,000). AID 624417; further: potency means the concentration at half of the fitted maximal effect; on the % scale 0 is the no-effect control and ±100 the full control effect; nearly all actives have a fitted effect of over 55% in size
#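 qHTS in 1536-well format: reporter HEK293 cells expressing constitutive GLP-1R activity in DMEM + 10% Nu serum, 24 hr with compounds at 37 deg C, luminescence read after 12 min with detection reagent.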
# PTHR1 ag = PTHR1 (human) receptor agonism. Q03431. HEK293 GP2 PTHR1 cells, GloSensor cAMP luminescence, 1 h. Potency, µM (titrated, usually from 115 µM), without a hit: top-dose activation, actives largely listed as activators. actives 0.075% (n = 410,000). AID 743266; further: potency means the concentration at half of the fitted maximal effect; nearly all actives have a fitted effect of over 55% in size; some results filed as inactive show a strong effect at the top dose; inactives centre near -15; many of its hits are not listed in these tables
# Target sequence (Q03431 whole entry, looked up): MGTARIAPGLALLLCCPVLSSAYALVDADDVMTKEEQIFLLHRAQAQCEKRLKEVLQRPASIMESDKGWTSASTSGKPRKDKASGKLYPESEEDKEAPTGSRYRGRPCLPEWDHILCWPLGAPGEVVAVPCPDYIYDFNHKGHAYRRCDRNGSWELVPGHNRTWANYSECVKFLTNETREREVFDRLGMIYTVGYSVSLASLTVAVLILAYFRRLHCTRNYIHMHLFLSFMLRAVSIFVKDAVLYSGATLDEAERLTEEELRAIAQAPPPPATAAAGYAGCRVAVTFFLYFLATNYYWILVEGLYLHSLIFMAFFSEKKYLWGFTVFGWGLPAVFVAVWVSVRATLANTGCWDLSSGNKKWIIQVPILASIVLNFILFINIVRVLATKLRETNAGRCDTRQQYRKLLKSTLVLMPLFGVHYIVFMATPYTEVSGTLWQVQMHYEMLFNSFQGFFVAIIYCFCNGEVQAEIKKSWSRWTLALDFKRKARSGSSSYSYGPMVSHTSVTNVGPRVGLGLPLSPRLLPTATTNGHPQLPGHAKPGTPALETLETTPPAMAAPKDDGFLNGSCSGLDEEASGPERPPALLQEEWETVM
#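 HEK-293-derived GP2 cells expressing PTHR1 and a GloSensor cAMP reporter, 3,000/well, plated overnight, given luciferin plus IBMX (each 0.5 mM as added) for 1 h at 37 °C, then compound for 1 h at 37 °C. Luminescence was read after 15 min at room temperature.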
# DRD3 agonist = agonists of human D3 dopamine receptor; P35462; D3R DiscoveRx beta-arrestin cells, luminescence, 90 min; max activation, %; actives 0.58% (n = 410,000); AID 652048; in the data active means max activation above about 30%; further: 0% is about no effect; mostly tested at two doses, the higher about 12 µM
#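 Agonist-mode cell screen: cells plated at 1500/well and incubated overnight at 37 °C, then exposed to library compounds for 90 min at 37 °C. Detection reagent was added for 30–60 min at room temperature, and luminescence was read.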
# DRD3 antagonist = antagonists of human D3 dopamine receptor; AID 652054; max response, negative = inhibition, %; P35462; D3R cells, DiscoveRx beta-arrestin luminescence, antagonist mode; active compounds read low; actives 2.5% (n = 360,000); in the data active means max response below about -50%; inconclusive means no clear call, values can overlap the other calls; further: on the % scale 0 is the no-effect control and ±100 the full control effect; mostly tested at two doses, the higher about 12 µM
#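 Cells expressing the human receptor were seeded at 1500 cells/well, incubated overnight at 37 degrees C in 5% CO2, then exposed to library compounds with dopamine controls for 90 minutes at 37 degrees C before luminescent detection.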
# aSyn yeast inh = rescues yeast growth from alpha-synuclein toxicity. Yeast expressing alpha-synuclein, growth rescue, BacTiter-Glo, 24 h. Potency, µM (highest dose often 46.1 µM), inactives show top-dose growth rescue (activation), usual class: activators. actives 0.14% (n = 370,000). AID 652106; further: potency means the concentration at half of the fitted maximal effect; % of control where 0% means no effect; nearly all actives have a fitted effect of over 65% in size
#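 Screening used galactose-induced yeast with toxic alpha-synuclein levels, exposed to compound for 24 hr at 30 deg C. Cell growth, read with BacTiter-Glo luminescence, gave the measured signal.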
# KB-V1 MDR tox = kills drug-selected multidrug resistant KB-V1 cells. KB-V1 MDR cells viability, CellTiter-Glo, 72 h. Potency, µM (titrated, usually from 46.1 µM), for the others: at the highest dose activity change, negative = cytotoxicity, usual class: cytotoxic. actives 3.4% (n = 400,000); further: potency means the concentration at half of the fitted maximal effect; on the % scale 0 is the no-effect control and ±100 the full control effect; nearly all actives have a fitted effect of over 60% in size
#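 qHTS viability screen in drug-selected KB-V1 MDR cells: 72 h compound treatment at 37 degrees C, ATP luminescence end point.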
# The depositor's hits bear a star; i = inactive; ? = inconclusive; / = no result given; & = joins results of further samples; [ ] = another dose, or the depositor's remark. Unless noted, the call rests on the fitted dose curve; in most records, active means well fitted curve in the direction sought with a large enough effect; inconclusive means small, poorly fitted or top-dose-only effect, or another doubt; inactive means no such curve, though single readings can be large; an effect the other way counts as inactive or inconclusive. These rows are one share of the data; rates above refer to the full screens.
SMILES,HEK293 tox,TDP43 rescue,GLP1R ag,GLP-1R inv ag,PTHR1 ag,DRD3 agonist,DRD3 antagonist,aSyn yeast inh,KB-V1 MDR tox
CC1=C(C(N)=O)C(c2ccc(C(C)C)cc2)n2nc(SCc3ccccc3)nc2N1 (stereo not drawn),-5%,10%,-1%,-2%,-10%,6,/,/,?
CCCCc1nn2c(=O)cc(COC(=O)c3ccccc3C)nc2s1,3%,?,/,18%,-7%,-13,/,/,-2%
COc1ccc(CCN(C(=O)C(F)(F)F)C(C(=O)NC2CCCCC2)c2ccc(C)s2)cc1 (stereo not drawn),-12%,-17%,0%,?,i,-14,-11,-7%,-28%
Cn1nnnc1SCc1cc(=O)[nH]c2ccccc12,-10%,-14%,-5%,23%,-2%[57.5 µM],2,17,2%,2%
CCOC(=O)c1oc2ccccc2c1CN1CCN(C(=O)c2ccccc2)CC1,-26%,-9%,4%,2%,i,4,20,-2%,11%
O=S(=O)(Nc1ccc2c(c1)OCCO2)c1cccc2nsnc12,0%,6%,-2%,0%,i,3,-16,-1%,-14%
CCN(CC)CCNC(=O)CS(=O)Cc1nc(-c2ccc(Cl)cc2)oc1C (stereo not drawn),1%,-18%,-11%,0%,-11%[57.5 µM],-7,23,0%,-4%
CCCn1cnc2scc(-c3ccc(C)c(C)c3)c2c1=O,7%,-15%[1.82 µM],33%,?,-2%,12,-2,14%,-9%
COCCN(CC(=O)Nc1ccccc1C(F)(F)F)C(=O)/C=C/c1cc(Cl)c2c(c1)OCCO2,-9%,-6%,11%,-1%,i,-14,1,-2%,3.7µM*
COCCNC(=O)C1CCC(CNS(=O)(=O)c2ccc(F)cc2)CC1 (stereo not drawn),5%,16%,0%,19%,i,0,45,2%,14%
N#CCSc1nnc(Cc2ccc3c(c2)OCO3)o1,-2%,6%,8%,25%,i,-6,-10,-7%,-10%
O=C(c1ccco1)N1CCN(C(=O)C2CCCN(S(=O)(=O)Cc3ccccc3)C2)CC1 (stereo not drawn),-3%,7%,-9%,14%,i,2,-9,0%,17%

# Structures above with an aryl thioether with sulfur outside any ring:
SMILES,HEK293 tox,TDP43 rescue,GLP1R ag,GLP-1R inv ag,PTHR1 ag,DRD3 agonist,DRD3 antagonist,aSyn yeast inh,KB-V1 MDR tox
CC1=C(C(N)=O)C(c2ccc(C(C)C)cc2)n2nc(SCc3ccccc3)nc2N1 (stereo not drawn),-5%,10%,-1%,-2%,-10%,6,/,/,?
Cn1nnnc1SCc1cc(=O)[nH]c2ccccc12,-10%,-14%,-5%,23%,-2%[57.5 µM],2,17,2%,2%
N#CCSc1nnc(Cc2ccc3c(c2)OCO3)o1,-2%,6%,8%,25%,i,-6,-10,-7%,-10%

# Further compounds:
SMILES,HEK293 tox,TDP43 rescue,GLP1R ag,GLP-1R inv ag,PTHR1 ag,DRD3 agonist,DRD3 antagonist,aSyn yeast inh,KB-V1 MDR tox
CCOC(=O)C(C)On1c(-c2cccc(Cl)c2)nc2ccc([N+](=O)[O-])cc21 (stereo not drawn),-3%,?,-11%,?,-26%[57.5 µM],-1,6,-16%,?
CS(=O)(=O)c1ccc2c(c1)sc1nc(=O)c(/C=C3/C=CC(=O)C(O)=C3)c(N)n12,-7%,-8%,13%,90%[activator],-6%,12,-4,-1%,0%
CCCN1C(=O)c2[nH]nc(-c3cccc(OC)c3)c2C1c1ccccn1 (stereo not drawn),-5%,12%,/,18%,-14%,4,/,/,/
COC(=O)C1=C(C)NC(C)=C([N+](=O)[O-])C1c1ccccc1C(F)(F)F (stereo not drawn),-13%&-14%,13%&25%,0%&0%,?,-58%&-25%,-43&-35,?,4%&10%&1%,-23%&-26%
CN(Cc1ccccn1)C(=O)c1ccc2nc(Cc3cccc(Cl)c3)oc2c1,-31%,17%,9%,18%,-28%,-5,-12,10%,/
N#CCCn1c(C(C#N)(CCC#N)CCC#N)nc2ccccc21,-2%,-17%,0%,4%,i,9,-5,-5%,5%
CC(=O)c1cn(CC(=O)NCc2cccnc2)c2ccccc12,5%,-10%,17%,5%,-17%[57.5 µM],0,-17,0%,?
COc1ccccc1NC(=O)C(C)OC(=O)C1CC(=O)N(c2ccc3c(c2)OCCO3)C1 (stereo not drawn),-10%,-13%,6%,-8%,i,-2,-4,2%,11%
Cc1ccc(CN2C(=O)C3(c4ccccc42)N(c2ccc(C)c(Cl)c2)C(=O)CS3(=O)=O)cc1 (stereo not drawn),2%,?,-1%,?,i,7,/,/,?
Cc1ccc(C)c(NC(=O)CN(C)C(=O)c2ccc(S(=O)(=O)N3CCCCCC3)cc2)c1,-2%,12%,3%,1%,-43%[inhibitor],-6,6,10%,-10%
O=C(CSc1nc2sc3c(c2c(=O)n1-c1ccccc1)CCCC3)NCc1ccco1,10%,12%,7%,4%,-40%[inhibitor],-2,-25,-3%,4%
CC(C)(CNS(=O)(=O)c1ccc2c(c1)OCCO2)N1CCOCC1,-4%,23%,12%,11%,-33%[inhibitor],0,23,1%,-6%
COC(=O)c1cn(Cc2c(C)cc(C)cc2C)nn1,0%,?,17%,10%,i,5,10,-2%,-32%
COC(=O)C1CN(S(=O)(=O)c2cc(OC)ccc2OC)CCS1 (stereo not drawn),1%,-17%,2%,-12%,i,-1,-7,2%,9%
O=C(CCNC(=O)c1ccc(Br)cc1)Nc1nc2ccccc2[nH]1,0%,-17%,9%,3%,i,-3,7,-2%,7%
O=C(c1cccs1)c1sccc1Cc1ccccc1,0%,2%,21%,?,i,-3,-1,-34%[inhibitor],3%
CCOc1ccc(-c2c(C#N)c(N)nc3sc(C(=O)c4ccccc4)c(N)c23)cc1,5%,3%,8%,13%,-8%,3,-3,-14%,-14%
Cc1ccc(Cl)cc1N1CCN(C(=O)c2c(C)oc3ncnc(N4CCCCC4)c23)CC1,-8%,22%,/,-3%,-34%[inhibitor],-10,/,/,-4%
O=C(NCc1ccc2c(c1)OCO2)c1c(Cl)cccc1Cl,2%,25%,1%,-18%,i,-4,22,6%,-4%
CCCCCN(C(=O)CCC(=O)OCC(=O)c1ccc(C(C)(C)C)cc1)c1c(N)n(CCCC)c(=O)[nH]c1=O,?,15%,4%,?,i,5,-15,2%,3%
Cc1c(S(=O)(=O)Nc2ccc(Oc3ccccc3)cc2)c(=O)n(C)c(=O)n1C,3%,15%,5%,-24%,-13%,3,12,?,-3%
O=C(CN1CCN(c2ccccn2)CC1)Nc1cccc(S(=O)(=O)N2CCOCC2)c1,-6%,5%,13%,?,-3%,1,-3,2%,-18%
CCN(c1ccccc1)S(=O)(=O)c1cccc(C(=O)N(C)CCOc2ccccc2)c1,13%,10%,-8%,?,-28%,2,-15,4%,?
COc1ccc(OC)c(S(=O)(=O)n2nc(-c3ccccc3)cc2N)c1,5%,6%,7%,15%,i,-6,-21,-9%,-13%

# Reprinted from above, two compounds:
SMILES,HEK293 tox,TDP43 rescue,GLP1R ag,GLP-1R inv ag,PTHR1 ag,DRD3 agonist,DRD3 antagonist,aSyn yeast inh,KB-V1 MDR tox
COC(=O)c1cn(Cc2c(C)cc(C)cc2C)nn1,0%,?,17%,10%,i,5,10,-2%,-32%
COC(=O)C1CN(S(=O)(=O)c2cc(OC)ccc2OC)CCS1 (stereo not drawn),1%,-17%,2%,-12%,i,-1,-7,2%,9%

# Continued.
SMILES,HEK293 tox,TDP43 rescue,GLP1R ag,GLP-1R inv ag,PTHR1 ag,DRD3 agonist,DRD3 antagonist,aSyn yeast inh,KB-V1 MDR tox
CC(C)c1ccc(/C=C/c2ccc(=O)n(C)n2)cc1,2%,?,8%,4%,-41%,3,-11,1%,?
COc1ccc(OCC(=O)OCC(=O)Nc2ccc(S(=O)(=O)N3CCCCC3)cc2)cc1,-7%,1%,-13%,15%,-14%[57.5 µM],2,?,6%,0%
Cc1cccc(-n2c(SCC(N)=O)nc3c(c2=O)C2(CCCC2)Cc2ccccc2-3)c1,?,-24%,-18%,0%,-32%[inhibitor],-14,-14,11%,3.3µM*
O=C(Nc1ccc2c(c1)OCO2)O[C@@H]1C[C@H]2CCC(=O)N3CC[C@@H](C1)[C@@H]23,?,16%,1%,7%,-33%[inhibitor],7,3,-3%,?
CCOC(=O)c1c(S(=O)(=O)Nc2ccc(F)cc2Cl)c(C)n(C)c1C,4%,16%,0%,?,-16%,0,-1,0%,-7%
C[C@@H]1CCCCO[C@@H](CN(C)C(=O)Nc2ccccc2)[C@@H](C)CN([C@H](C)CO)C(=O)c2cc(N(C)C)ccc2O1,5%,11%,6%,14%,?,-4,-24,-3%,9%
CC(C)C(N)c1csc(NC(=O)Nc2cccc(C(F)(F)F)c2)n1 (stereo not drawn),-26%,16%,-7%,?,-22%,1,3,-14%,?
CC(=O)c1ccc(NC(=O)c2cn3c4c(ccc(Cl)c4c2=O)OC(C)C3)cc1 (stereo not drawn),4%,6%,/,5%,11%,-9,/,/,11%
CC(C)CC(=O)NC(=S)Nc1ccc(N2CCOCC2)c(Cl)c1,-30%,?,23%,?,-20%,0,-9,-18%,-6%
